# miR-122 sensor: inhibitors of miR-122 in Huh7 cells | Huh7 miR-122 Renilla luciferase sensor, 48 h; neutral wells = 0, positive control = 100 | 340,000 tested, 0.3% active | activation (reporter increase), % at 12.5 µM | AID 602342;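 active = mean replicate activation score at least 90 and every replicate individually at or above 90; inconclusive = only one of the two criteria met; inactive = neither criterion met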;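 also: higher luciferase means less miR-122 activity so hits act as miR-122 inhibitors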
# F508del corr: CFTR F508del correction in bronchial cells. CFBE cells, YFP halide quenching; stimulated with forskolin plus potentiator P3; % fluorescence drop versus neutral controls. activity (quench increase), % at 7.58 µM. 350,000 tested, 0.36% active;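 active = mean added fluorescence quench of at least 8% versus neutral control, with both replicates also reaching 8%; inconclusive = only one of the mean or replicate conditions met; inactive = mean below 8% and not both replicates reaching 8%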;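 also: cells transiently co-express mutant CFTR-F508del with the halide-sensitive YFP; corrector assay measuring rescue of mutant channel to the surface after 24 h compound exposure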
# PAX8 inh HTS: PAX8 transcriptional activity inhibition | RMG-I TPO-luciferase reporter, SteadyGlo, 24 h | inhibition, % at 12.6 µM | 360,000 tested, 1.2% active | AID 652154;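 active = mean replicate inhibition at least 60% with every replicate also reaching 60%; inconclusive = only one of the two criteria is met; inactive = mean below 60% and not all replicates reaching 60%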;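 also: luciferase light reporting Pax8 driven TPO promoter activity; plate controls were median of neutral control wells for no effect and mitoxantrone controls for full effect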
# FN deposit inh: fibronectin deposition inhibition | AH1F fibroblasts, Alexa488-fibronectin deposition fluorescence, overnight | inhibition, % at 12.6 µM | 350,000 tested, 0.086% active;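 active = mean inhibition across replicates of 30% or more, regardless of how many single replicates reach that level; inconclusive = mean under 30% yet at least half of replicates reach 30%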;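 also: positive control wells lacked labelled fibronectin entirely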
#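 Material: AH1F fibroblasts assembling fluorescent fibronectin matrix; amount: 10000 AH1F cells/well; medium: DMEM, 2% serum; reagent: Alexa488-fibronectin, 24 nM final in well; dosing: single compound dose, delivered by pin transfer; incubation: 1 h adhesion, overnight exposure; detection: fluorescence after three HBSS washes, excitation 485 nm, emission 525 nm; measure: fibronectin deposition inhibition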
# EWS-Fli inh: inhibitors of EWS/Fli oncoprotein transcriptional activity; A673 NR0B1-luciferase reporter, viability-normalised; inhibition, % at 12.6 µM; 350,000 tested, 0.67% active; AID 651661;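 active = mean inhibition of at least 50% after viability correction, with every replicate also passing that limit; inconclusive = mean reaches 50% but only one of two replicates passes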;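 also: firefly luciferase signal divided by Alamar Blue viability fluorescence both relative to DMSO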
# DENV2 CPE: DENV2-induced cell death inhibition; AID 651640; CPE inhibition, % at 9.99 µM; 350,000 tested, 1.7% active; DENV2-infected cells, cytopathic effect rescue, plate reader; in the data active = CPE inhibition above about 20%, passing the limit was not always enough; inconclusive = no clear call, values can overlap the other calls; tested in BHK-21 cells;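 also: 0% = median of neutral control wells and 100% = median of positive control wells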
# GSIS activator: GLuc luminescence reporter in INS-1E cells, primary screen for activators of glucose-dependent secretion of insulin. INS-1E GLuc reporter insulin secretion, 2-3 h. activation, % at 16.6 µM. 370,000 tested, 0.61% active. AID 743287;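 active = lowest replicate activation of at least 40%, so every replicate reaches that level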;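 also: 0% = median of neutral control wells and 100% = median of IBMX positive control wells; some compounds called inactive have numbers as strong as hits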
# * marks the source's active call; other numbers are inactive results; u = inconclusive; x = no result given; & = joins results of further samples; [ ] = another dose, or the depositor's remark.
SMILES,miR-122 sensor,F508del corr,PAX8 inh HTS,FN deposit inh,EWS-Fli inh,DENV2 CPE,GSIS activator
Cc1ccc(C(=O)OCC(=O)N2CCCCCC2)c(O)c1,-1.0,4.2,-198.0,2.8,-15.1,-10.1,-24.2
C[C@H]1CN([C@@H](C)CO)C(=O)c2cc(-c3cccc(F)c3)cnc2O[C@@H]1CN(C)C(=O)C1CCC1,-7.8[16.7 µM],-0.3,-2.0,-7.2,4.3,u,-10.2
c1ccc(-c2ccc(OCCCn3cncn3)cc2)cc1,-8.7,x,-96.4,-3.5,x,x,x
COc1ccccc1OCC(=O)NCc1cccs1,12.7,x,6.4,-3.6,x,x,x
CSc1ccc(S(=O)(=O)NCc2ccccc2C)cc1,x,-3.3,10.5,6.0,-1.1,6.5,-19.6
O=C(O)c1cccc(S(=O)(=O)N2CCCC2)c1,11.2,1.7,x,x,-2.7,2.3,-0.9
O=C1NC[C@H](Cc2ccc(O)cc2)N(CCc2cc(C(F)(F)F)cc(C(F)(F)F)c2)C1=O,x,2.6,8.9,-14.8,-0.8,-1.5,-25.1
COc1ccc(OC)c(NC(=O)C2(C)CCN2C(=O)Cc2ccccc2)c1 (stereo not given),7.5,-4.7,5.3,8.6,4.1,u,6.2
Cc1ccc(CNC(=O)CCSCc2ccccc2C)cc1,-1.8,-4.6,-1.7,0.9,6.7,-1.5,-6.0
COc1ccccc1NC(=O)N[C@@H]1CC[C@H](CC(=O)N[C@@H](C)c2ccccc2)O[C@@H]1CO,x,0.7,-0.2,1.9,-0.7,9.2,-1.8
CCCC(=O)Nc1cc2c3c(c1)C(C)C(=O)N3CCC2 (stereo not given),-2.8,-0.5,-0.7,-1.4,7.7,1.9,8.6
Cc1noc(C)c1S(=O)(=O)Nc1ccc2c(c1)C(=O)N([C@@H](C)CO)C[C@H](C)[C@@H](CN(C)Cc1ccc(C(F)(F)F)cc1)O2,-12.2[16.7 µM],-3.1,11.7,-1.8,1.7,-9.2,-30.0
CC(=O)N1CCc2cc(S(=O)(=O)CCC(=O)NCCc3ccccc3)ccc21,0.9,1.8,6.2,6.9,x,-0.3,-3.5
COc1cc(/C=N/NC(=O)c2ccncc2)ccc1OC(=O)c1cc(OC)c(OC)c(OC)c1,-2.0,-0.8,8.2,0.7,2.7,-6.5,0.3
O=C1C=CC(=NN=C(c2ccccc2)c2ccccc2)C=C1,x,0.0,-5.4,2.5,1.6,-10.1,-3.6
CCCc1nc2sc3ccccc3c(=O)c2c(=O)n1Cc1ccc(OC)cc1,-10.2,0.6,-18.9,-5.8,-15.0,-8.2,x
CCOc1ccccc1OCCOCCN1CCN(Cc2ccccc2)CC1,x,4.5,11.2,2.7,8.4,-6.3,11.7
C[C@H](O)[C@@H]1C(=O)N2CCc3c([nH]c4c(-c5ccccc5)cccc34)[C@@H]2C[C@@H]1N(C)C(=O)Nc1ccccc1,x,2.7,18.9,10.5,-11.2,-5.8,-43.7
O=C(Nc1ccc2ccccc2c1)c1cccc([N+](=O)[O-])c1,8.6,-2.7,-46.8,11.5,-135.5,9.5,-39.1
O=C(Nc1ccccc1-c1nc2ccccc2[nH]1)c1ccc(S(=O)(=O)N2CCCCC2)cc1,-5.8,x,x,-8.9,x,x,-10.6
COc1ccccc1NC(=S)N(c1ccccc1)C(C)C,-1.4,-0.2,-4.7,0.0,3.2,-4.5,-18.8
O=C(N/N=C/c1cc([N+](=O)[O-])ccc1O)c1ccc2c(c1)OCCO2,0.9,x,-35.8,1.7,-9.8,12.0,-1.0
C[C@@H]1CN([C@H](C)CO)C(=O)c2cc(C#CC3CCCC3)cnc2O[C@H]1CN(C)C(=O)C1CCC1,3.4[16.7 µM],0.2,x,x,11.8,2.7,-7.7
CCOC(=O)c1csc(NC(=O)c2cc3ccccc3o2)n1,-0.7,-0.7,-45.3,0.4,58.6*,6.8,x
COc1cc(NS(=O)(=O)c2ccc(NC(=O)c3ccc(F)cc3)cc2)ncn1,-4.3,-0.2,-8.0,2.0,10.6,-5.0,-11.1
SMILES,miR-122 sensor,F508del corr,PAX8 inh HTS,FN deposit inh,EWS-Fli inh,DENV2 CPE,GSIS activator
C[C@@H]1CN([C@@H](C)CO)C(=O)c2cc(-c3ccccc3F)cnc2O[C@H]1CN(C)C(=O)c1ccccn1,-0.8[16.7 µM],-4.5,x,-7.5,-6.0,4.9,16.5
CSc1cccc(NC(=O)CCCOc2ccc(Cl)cc2C)c1,x,x,5.9,x,-3.1,2.8,6.7
COc1cc(C=Cc2nnc3c4ccccc4cnn23)cc(OC)c1OC,-1.8,x,-3.6,5.4,-1.9,-12.4,x
O=C(C[C@H]1C=C[C@H](NS(=O)(=O)c2ccccc2)[C@@H](CO)O1)NCc1ccncn1,x,-0.6,8.0,x,-1.3,5.5,5.0
Cn1nc(N)nc1N1CCN(c2ccc(F)cc2)CC1,x,1.6,-0.4,0.0,-45.9,-0.3,-10.1
FC(F)(F)c1cnc(COc2ccc(Cl)cc2Cl)c(Cl)c1,x,-1.2,-19.5,-14.9,-26.0,-2.3,x
O=C(Nc1ccccc1)c1cnc2n(c1=O)CCS2,11.7,-1.4,-80.9,2.8,-64.2,-9.4,1.8
CCC(C)[C@H](NC(=O)c1cc2cc(Cl)ccc2n1C)C(=O)N1CCC(C(=O)O)CC1 (stereo not given in full),4.4,-1.5,14.0,-5.9,-0.7,0.5,0.7
Cc1cc(N/N=C/c2ccc(O)cc2)nc(NS(=O)(=O)c2ccccc2)n1,1.9,x,-3.3,x,x,x,-8.7
COc1cccc(/C=N/NC(=O)CCCC(=O)NC2CCCCC2)c1,-1.6,x,5.7,6.4,x,x,-1.2
Cc1c(CCO)c(=O)n(-c2ccccc2)n1S(=O)(=O)c1ccc([N+](=O)[O-])cc1,x,-0.5,5.4,-13.6,0.4,-4.8,1.0
CCOc1ccc(CCNC(=O)COC(=O)Cc2ccc(OC)c(OC)c2)cc1OCC,13.3,2.8,-16.0,0.5,0.9,-4.7,16.6
CC(=O)C1=C(C)N(CC(C)C)C(=S)NC1c1ccc(Br)cc1 (stereo not given),x,0.4,0.6,-1.8,-4.2,-9.4,-35.2
O=C(O)CSc1nc2ccccc2nc1Cc1ccccc1F,x,-0.5,-2.3,-7.8,-13.5,6.7,7.4
C[C@@H]1CCCCO[C@H](CN(C)Cc2ccc(Cl)c(Cl)c2)[C@H](C)CN([C@@H](C)CO)C(=O)c2cc(NC(=O)C3CCCCC3)ccc2O1,-8.7[16.7 µM],0.1,x,x,4.7,-7.2,-13.6
COc1ccccc1N=Nc1c(C)noc1C,x,0.1,-22.8,7.3,-4.7,-1.2,x
CCCC#Cc1cnc2c(c1)C(=O)N([C@H](C)CO)C[C@H](C)[C@@H](CN(C)C(=O)Cc1ccncc1)O2,0.0[16.7 µM],2.4,x,x,5.7,19.5,-4.5
CCN(CC(=O)NCc1ccco1)S(=O)(=O)c1ccc(F)cc1,x,-2.0,-13.7,4.9,7.2,2.5,-7.6
C[C@H]1CN([C@@H](C)CO)C(=O)c2cc(-c3ccc(C(=O)N(C)C)cc3)cnc2O[C@H]1CN(C)Cc1ccc(C(=O)O)cc1,0.0[16.7 µM],-2.5,-3.5,x,-0.6,-3.8,22.3
CCC(=O)Nc1ccc2c(c1)OC[C@@H](C)N(CC1CC1)C[C@H](C)[C@@H](OC)CN(C)C2=O,x,-4.3,7.8,-8.8,6.3,7.4,5.3
C[C@@H]1CN([C@@H](C)CO)C(=O)c2cc(NC(=O)Cc3ccccc3)ccc2O[C@@H](C)CCCCO[C@@H]1CN(C)C(=O)Nc1cccc2ccccc12,5.8[16.7 µM],-0.7,23.1,x,19.9,7.3,-4.1
COc1ccc(NC(=S)NNC(=O)CNc2ccc(Cl)cc2)cc1,x,1.2,-12.2,x,1.7,-1.3,16.6
Cc1cc(C(=O)OCC(=O)N2CC(=O)Nc3ccccc32)c(C)n1-c1ccccc1,-2.5,x,-8.2,-1.1,x,x,-10.8
COc1cc(C2NC(=O)C(C#N)=C(Nc3cccc(C)c3)S2)ccc1O (stereo not given),x,-3.2,14.7,10.9,6.8,-2.6,-31.2
COc1ccc(N(CC(=O)NC2CCCCCCC2)S(=O)(=O)c2c(C)nn(C)c2C)cc1,3.0,3.1,-0.2,-12.0,-4.3,-11.1,-3.6
SMILES,miR-122 sensor,F508del corr,PAX8 inh HTS,FN deposit inh,EWS-Fli inh,DENV2 CPE,GSIS activator
C[C@@H]1CCCCO[C@@H](CN(C)C(=O)Nc2ccc3c(c2)OCO3)[C@H](C)CN([C@H](C)CO)C(=O)c2cc(NC(=O)Nc3ccccc3)ccc2O1,-1.4[16.7 µM],1.3,14.8,11.6,1.3,7.0,23.9
CC(=O)Nc1ccc2sc(C)nc2c1,-0.2,0.1,-16.2,2.4,-1.6,-0.9,-2.1
CCO[C@H]1OC(C(=O)NC2CC2)=C[C@@H](c2ccccc2)[C@@H]1CCCO,-8.1,-2.8&-2.9,17.1&4.4,-1.3,6.1&4.4,1.7&1.5,7.5
C[C@H]1CCCCO[C@H](CN(C)S(=O)(=O)c2cn(C)cn2)[C@@H](C)CN([C@@H](C)CO)C(=O)c2cc(NC(=O)Nc3ccc(F)cc3)ccc2O1,4.5[16.7 µM],-0.3,-1.5,4.1,7.6,-0.4,-13.1
CCOC(=O)[C@]12CCCC=C1N(Cc1ccccc1)C(=O)[C@H](CC(=O)NCc1ccc(OC)c(OC)c1)C2,x,-2.2,-3.0,4.6,-5.0,3.0,-9.8
COc1ccc(CNC(=O)C(=O)NCC2OCCN2S(=O)(=O)c2cccs2)cc1 (stereo not given),-4.5,1.9,2.7,1.1,0.5,-2.0,x
Cc1ccsc1/C=N/NC(=O)CNC(=O)c1ccc(S(=O)(=O)N(C)C)cc1,1.3,-0.2,0.6,-3.0,-1.0,x,-2.0
O=C(CSc1nc2ccccc2c(=O)n1Cc1ccc(F)cc1)NCC1CCCO1 (stereo not given),6.0,1.4,4.6,10.2,6.9,-2.1,-3.8
Cn1ncc2c(Nc3ccc(O)cc3)nc(Cl)nc21,x,0.5,9.7,-2.0,13.8,-5.7,25.6
C[C@H]1CN([C@@H](C)CO)C(=O)c2cc(C3=CCCCC3)cnc2O[C@H]1CN(C)C(=O)c1ccncc1,-6.4[16.7 µM],3.5,x,x,-6.8,0.1,8.7
CNC(=O)C[C@H]1CC[C@@H]2[C@@H](COc3ccc(NC(=O)Nc4ccc(Cl)cc4)cc3C(=O)N2C)O1,-58.3[16.7 µM],0.3,1.5,0.1,-4.1,13.1,-5.0
COc1ccc(NC(=O)CN(c2ccccc2F)S(=O)(=O)c2ccc(C)cc2)c(OC)c1,3.3,x,31.3,2.7,-1.4,1.2,x
COc1ccccc1CNS(=O)(=O)c1cc(-c2cc(C)no2)ccc1C(C)C,106.9*,3.1,17.1,7.8,3.3,-6.9,46.5*
CCc1ccc(-n2c(C)cc(/C=N/NC(=O)c3ccncc3)c2C)cc1,x,-1.7,14.0,x,14.6,-1.0,-0.9
C[C@@H]1CN([C@H](C)CO)S(=O)(=O)c2ccc(C#CC3(O)CCCC3)cc2O[C@@H]1CN(C)C(=O)Cc1ccccc1,28.7[16.7 µM],2.3,x,x,12.4,-8.8,12.3
Fc1ccc(CSc2nnc(-c3cccs3)o2)cc1,x,3.4,x,x,-90.4,5.5,-9.6

# Screens (PubChem BioAssay)
